Assay outcomes as filed in PubChem BioAssay.
mABHD4 FP – inhibits mouse alpha/beta hydrolase domain 4 | Q8VD66 | purified mABHD4, FP-Rh probe fluorescence polarization | inhibition, % at 8.92 µM | 370,000 tested, 0.54% active;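 active means inhibition exceeding the mean over every tested compound plus 3 SD, cut at about 30% in these data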;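 further: 0% = plate median of compound wells and 100% = S159A mutant with DMSO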
Target sequence (Q8VD66 whole entry, looked up, the tested form may be a part): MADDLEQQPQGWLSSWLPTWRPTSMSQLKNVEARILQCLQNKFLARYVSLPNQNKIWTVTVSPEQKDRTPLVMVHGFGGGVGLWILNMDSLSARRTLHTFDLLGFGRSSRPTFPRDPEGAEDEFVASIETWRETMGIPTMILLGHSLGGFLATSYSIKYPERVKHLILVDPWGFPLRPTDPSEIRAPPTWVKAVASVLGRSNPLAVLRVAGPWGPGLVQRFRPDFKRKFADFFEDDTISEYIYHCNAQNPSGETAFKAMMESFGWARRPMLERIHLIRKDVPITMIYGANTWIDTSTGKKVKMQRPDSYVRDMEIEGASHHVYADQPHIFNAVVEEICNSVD
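Assay system: wild-type mouse ABHD4 protein; compound: single nominal dose of 8.92 µM, 0.89% DMSO final; schedule: 45 min + 60 min at 25 °C; measured by: FP readout, ex 525 nm / em 598 nm; evaluation: % inhibition of FP-Rh probe binding versus controls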
HTRA1 inh – HTRA1 (human) protease inhibition; Q92743; recombinant HTRA1, FP-rhodamine activity-based probe, fluorescence polarization; inhibition, % at 5.96 µM; 340,000 tested, 0.5% active; in the data active means inhibition above about 36%;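 further: 0% = enzyme with DMSO and 100% = wells lacking enzyme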
Tn7 DDE FP – disrupts Tn7 cyclic peptide binding to fibrin D-Dimer-E complex. P02675. FP displacement of FITC-Tn7 peptide from fibrin DD(E); 0% = median of compound wells per plate. inhibition, % at 8.3 µM. 370,000 tested, 0.13% active. AID 720508;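 active means inhibition above the mean of compounds falling within the control limits plus 3 SD of them, cut at about 14% in these data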;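 further: 0% = plate median of compound wells and 100% = 10 µM Aha-Tn7 peptide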
Target sequence (P02675 whole entry, looked up): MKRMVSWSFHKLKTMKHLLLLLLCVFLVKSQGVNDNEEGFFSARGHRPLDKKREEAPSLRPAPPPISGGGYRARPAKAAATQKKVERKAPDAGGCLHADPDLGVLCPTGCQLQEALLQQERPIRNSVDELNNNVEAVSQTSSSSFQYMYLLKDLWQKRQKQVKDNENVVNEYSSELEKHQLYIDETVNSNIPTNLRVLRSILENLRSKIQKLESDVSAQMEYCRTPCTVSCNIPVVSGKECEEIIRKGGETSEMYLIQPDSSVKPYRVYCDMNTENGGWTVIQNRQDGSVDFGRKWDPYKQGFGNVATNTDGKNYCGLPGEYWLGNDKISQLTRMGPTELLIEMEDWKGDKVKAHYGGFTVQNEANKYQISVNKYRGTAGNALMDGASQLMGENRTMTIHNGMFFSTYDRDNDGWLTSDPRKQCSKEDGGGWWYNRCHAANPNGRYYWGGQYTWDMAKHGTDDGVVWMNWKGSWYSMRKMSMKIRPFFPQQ
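Assay system: Human fibrin DD(E) protein | Medium: Tris buffer with calcium and detergent, pH 7.8 | Reagent: 0.1 µM fluorescent Tn7 | Compound dosing: Single point at 8.3 µM | Times: 10 min preincubation, 3 h with tracer, room temperature | Detection: Fluorescence polarization of the labelled Tn7 tracer | Controls: Aha-Tn7 high control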
UHRF1 binding – human UHRF1 methylated DNA binding inhibitors; Q96T88; UHRF1 binding to methylated oligo, TR-FRET; inhibition, % at 4.4 µM; 370,000 tested, 0.75% active; in the data active means inhibition above about 21%;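 further: UHRF1 SRA domain binding a hemimethylated CpG hairpin DNA probe; 0% = median of test compound wells and 100% = reference inhibitor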
LEDGF integ inh – blocks HIV-1 LEDGF/p75-dependent DNA integration. TR-FRET IN-LEDGF/p75 DNA integration, Eu/Cy5. inhibition, % at 3.7 µM. 370,000 tested, 0.64% active. AID 743269;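 active means inhibition above the screen-wide mean plus 3 SD, cut at about 13% in these data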;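 further: signal is the Cy5 over europium emission ratio at 671 and 618 nm; 0% = plate median of compound wells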
PG9 Ab binder – binds the HIV-1 gp120 antibody PG9. TR-FRET gp120-PG9 antibody binding. inhibition, % at 6.7 µM. 360,000 tested, 0.43% active. AID 624416; in the data active means inhibition above about 8.5%
PRMT1 inh – inhibitors of human PRMT1; Q99873; recombinant PRMT1, activity-based probe fluorescence polarization; inhibition, % at 2.79 µM; 370,000 tested, 1.3% active;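 active means inhibition above about 21% made by adding two undisclosed values, limit read from the data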
TCR CD3 inh – inhibitors of human TCR-CD3 interaction; TAMRA-labeled TCR probe fluorescence, biochemical; inhibition, % at 9.4 µM; 360,000 tested, 0.37% active; in the data active means inhibition above about 19%;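 further: recombinant mutant TCR 2C K166C tagged with TAMRA read by polarization; 0% = receptor in buffer alone and 100% = receptor with positive control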
SIAE primary – blocks human sialic acid acetylesterase; AID 1053197; inhibition, % at 9.66 µM; Q9HAT2; 370,000 tested, 0.69% active; SIAE FP-Rh probe binding, fluorescence polarization;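 active means inhibition above a cutoff: mean of compounds within the control limits plus 3 SD of those, cut at about 17% in these data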;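 further: 0% = plate median of compound wells and 100% = probe without SIAE protein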
TDP2 inh – blocks human TDP2 phosphodiesterase activity; O95551; inhibition, % at 12.8 µM; 370,000 tested, 0.34% active; recombinant TDP2, T5PNP hydrolysis, p-nitrophenol absorbance 415 nm; AID 720702;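 active means inhibition above the mean of all tested compounds plus 3 SD, set per campaign, cut at about 25% in these data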;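 further: 0% = DMSO with enzyme and 100% = buffer with substrate but no TDP2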
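Read-out basis: percent inhibition. System: recombinant human TDP2. Buffer or medium: Mg2+-containing Tris-HCl buffer, pH 7.5. Repeats: single replicate. Timing: reaction 2 h, 37 °C. Benchmarks: high control without enzyme, low control DMSO plus TDP2. Probe or stimulus: 5 mM T5PNP. Doses: 12.8 µM only. Measured by: epi absorbance of p-nitrophenol freed from T5PNP by hydrolysis.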
Active calls of the source: *; / = not tested or not shown.

SMILES	mABHD4 FP	HTRA1 inh	Tn7 DDE FP	UHRF1 binding	LEDGF integ inh	PG9 Ab binder	PRMT1 inh	TCR CD3 inh	SIAE primary	TDP2 inh
Cc1ccccc1N1CCN(C2CCCN(C(=O)CSc3ccccn3)C2)CC1 (centres undefined)	-6	3	4	0	-3	1.3	8	-5	0	-1
O=C(CCN1CCc2ccccc2C1)Nc1ccc(F)cc1	-2	-8	-5	1	1	-1.4	0	-4	-3	2
Cc1nc(N2CCOCC2)c(C#N)c2c1COC(C)(C)C2	-7	1	1	-6	3	-2.1	-3	0	1	-10
O=C(NC(=S)Nc1ccccc1CO)C1CCCCC1	2	-8	-5	-1	0	-0.5	1	-7	0	2
Cc1ccccc1Nc1nc(=O)c2cc([N+](=O)[O-])ccc2s1	4	-8	0	-5	3	-0.5	1	5	0	-2
COc1ccc(C2=Nc3ccccc3N(C(=O)c3ccc(C)cc3)C2C(=O)NCc2ccccc2)cc1 (centres undefined)	-24	/	-6	2	2	0.0	-2	-1	-13	-6
COc1ccc(CNC(=O)c2c(F)c(F)c(F)c(F)c2F)cc1	-2	2	-4	0	-1	-2.1	-1	4	1	-4
Cc1ccn2c(NCc3ccc4c(c3)OCO4)c(-c3ccc(O)cc3)nc2c1	0	3	-3	-6	-2	-2.5	0	0	2	5
CC(C)NC(=S)NC(=O)/C=C/c1cccc2ccccc12	-3	-3	-4	-5	1	1.9	-4	8	0	9
Cc1ccc(P(C)(=O)c2ccc(C)cc2)cc1	2	1	-1	1	3	0.8	1	-1	4	6
CN(CC(=O)Nc1ccccc1Br)C(=O)c1cccnc1Nc1cccc(C(F)(F)F)c1	-27	-51	5	-1	4	-0.5	-2	8	-13	1
COc1ccc(-c2c(C#N)c(N)n(N)c(=O)c2C#N)cc1Cl	7	2	5	-5	-4	-1.1	5	-3	2	-3
CC(C)Oc1ccc(C(=O)NN2C(=O)NC3(CCCCC3)C2=O)cc1	-1	7	2	0	-2	-0.7	-2	-1	6	13
CC(C)c1ccc(NC(=O)C2Cc3c(-c4ccc5c(c4)OCO5)ccnc3O2)cc1 (centres undefined)	-5	/	-1	12	1	-0.2	-3	-2	-14	-2
CC1CCN(CCCCOc2ccc(C(C)(C)C)cc2)CC1	14	3	-2	5	3	0.6	2	-7	9	-20
CCOC(=O)c1ccccc1NC(=O)COC(=O)c1cc([N+](=O)[O-])ccc1N1CCOCC1	7	-21	-7	-1	-2	0.7	7	-2	-4	-1
CCCCn1cnc2c(SCc3ccccc3F)nc(N)nc21	-8	-11	-2	-1	-4	-1.6	-2	1	-8	6
CCOC(=O)[C@]12CCCC3=C1N(CCC3)C(=O)[C@@H](CC(=O)N1CCSCC1)C2	3	/	-1	0	4	/	-10	/	-3	0
COc1ccc(C(CNC(=O)c2cc(C)oc2C)N2CCOCC2)cc1 (centres undefined)	1	-2	6	5	3	-0.2	5	-8	-6	-10
COc1ccccc1Nc1nnc(SCC(=O)N2CCCC2=O)s1	-5	-6	5	0	-2	-1.8	0	-2	-1	-9
CN(C)c1nc(F)c(F)c(S(=O)(=O)c2ccccc2)c1F	1	-8	0	1	-4	0.3	1	-6	-7	-3
O=C(Nc1cccc(N=Cc2cc(Br)cc(Br)c2O)c1)c1ccco1	10	14	11	-5	-1	0.1	2	5	1	8
COc1ccccc1NC(=O)CCc1nc(-c2cccs2)no1	-5	-1	0	1	4	2.8	2	1	0	-1
Cc1nc(N2CCOCC2)nc(OCCN(C)C)c1[N+](=O)[O-]	0	1	1	2	-1	-2.6	0	9	0	5
Cc1cccc(C)c1NC(=S)N(CCN(C)C)C(C)c1cccnc1 (centres undefined)	2	0	4	-1	-2	0.1	-1	6	6	4

Continued (2 carried over from the part before).
SMILES	mABHD4 FP	HTRA1 inh	Tn7 DDE FP	UHRF1 binding	LEDGF integ inh	PG9 Ab binder	PRMT1 inh	TCR CD3 inh	SIAE primary	TDP2 inh
Cc1nc(N2CCOCC2)nc(OCCN(C)C)c1[N+](=O)[O-]	0	1	1	2	-1	-2.6	0	9	0	5
Cc1cccc(C)c1NC(=S)N(CCN(C)C)C(C)c1cccnc1 (centres undefined)	2	0	4	-1	-2	0.1	-1	6	6	4
CC1(C)OC(=O)C(=CNc2ccccn2)C(=O)O1	0	/	-3	2	-2	-1.1	-3	4	-3	4
COc1cc(OC)cc(C(=O)NCC(=O)OCc2ccc(Cl)c(Cl)c2)c1	-19	-49	8	0	-4	-1.9	3	-1	-5	-3
CCOC(=O)CC1C(=O)NCCN1S(=O)(=O)c1cc(Cl)c(Cl)cc1Cl (centres undefined)	0	-4	1	2	-1	-1.5	-2	0	-9	2
c1ccc(-c2ccc3c(c2)NC(C2Nc4cc(-c5ccccc5)ccc4O2)O3)cc1 (centres undefined)	13	4	5	-4	-8	-2.2	3	-3	-1	10
COc1ccc(-c2cn3cccnc3n2)cc1NC(=O)C1CCCC1	1	-3	-4	1	3	0.3	-2	2	5	-13
CCOC(=O)NNC(=O)CCn1c2c(c3ccccc31)CCCC2	0	3	-2	1	-3	-0.9	2	-3	10	-5
CCOC(=O)N(C)c1c(CC)nc2c(OCc3ccc(Cl)cc3Cl)cccn12	-15	/	2	3	-2	3.9	7	-7	-4	-14
COc1ccc(/C=N/NC(=O)CC(=O)NCc2cccnc2)cc1	-1	6	0	-3	0	-1.4	2	2	1	-6
COc1ccc2[nH]c(=O)c(CN(C(=O)c3ccncc3)C(C)C)cc2c1	0	-2	-5	0	-2	0.1	3	0	-5	-11
Cc1ccc(S(=O)(=O)NCC(=O)N(CC2CCCO2)C(C(=O)NCC2CCCO2)C(C)C)cc1 (centres undefined)	2	-48	4	0	2	-0.3	2	-2	4	-8
CCCCn1c(N)c(N(CC(C)C)C(=O)c2cc(C)oc2C)c(=O)[nH]c1=O	1	3	-5	-2	0	-1.1	1	-2	-6	17
Cc1ccc(S(=O)(=O)N2CCOCC2)cc1C(=O)OCCOc1cccc(Cl)c1	1	-3	-5	-3	-1	1.6	8	2	-4	1
COC(=O)[C@H](C(C)C)N1Cc2nnn(Cc3ccccc3)c2C=CS1(=O)=O	8	/	1	-1	0	/	-3	/	0	10
CCc1ccc(NC(=O)Nc2cc(C(=O)O)ccc2N2CC3CC(C2)c2cccc(=O)n2C3)cc1 (centres undefined)	3	0	-1	2	-1	-1.0	3	-1	6	0
Cc1ccc(C)c(S(=O)(=O)N2CCN(C(=O)Cc3ccsc3)CC2)c1	3	-1	1	-1	2	-2.7	0	7	1	18
Cc1ccc(C(=O)N/C(=C\c2cccc([N+](=O)[O-])c2)C(=O)NC(Cc2ccccc2)C(=O)O)cc1 (centres undefined)	2	-4	-5	-4	3	0.2	0	0	9	12
Cc1cc(S(=O)(=O)N2CCN(c3ccc(F)cc3)CC2)c(C)s1	-9	-6	-3	3	0	-0.1	-6	-3	1	-3
Cc1ccc(CN2C(=O)[C@@H]3Cc4c([nH]c5ccccc45)C(C)(C)N3C2=O)cc1	-15	-56	5	-1	-1	-0.1	1	3	2	2
CCCC(=O)Nc1ccc(NC(=O)Cc2ccccc2)cn1	1	0	4	-2	1	-1.3	0	0	-4	-7
NC(=O)C1CCN(C(=O)CCSCc2ccccc2)CC1	9	-1	6	2	0	-0.5	-1	-6	-1	-10
Cc1cc(Nc2ccccc2C(=O)O)n(-c2cccc(Cl)c2)n1	5	3	-1	-3	1	-1.9	-5	-8	0	7
Cn1c(SCC(=O)NCC2COc3ccccc3O2)nnc1C(F)(F)F (centres undefined)	8	7	6	-1	-2	-0.6	-3	4	4	2
OC[C@H]1OC(O)[C@H](O)[C@@H]1O (some centres undefined)	6	6	-4	2	-3	-1.1	-1	-6	-2	2

Compound profiles, as listed above.
`CCc1ccc(NC(=O)Nc2cc(C(=O)O)ccc2N2CC3CC(C2)c2cccc(=O)n2C3)cc1` (centres undefined) reads mABHD4 FP: 3; HTRA1 inh: 0; Tn7 DDE FP: -1; UHRF1 binding: 2; LEDGF integ inh: -1; PG9 Ab binder: -1.0; PRMT1 inh: 3; TCR CD3 inh: -1; SIAE primary: 6; TDP2 inh: 0
`COc1ccc2[nH]c(=O)c(CN(C(=O)c3ccncc3)C(C)C)cc2c1` reads mABHD4 FP: 0; HTRA1 inh: -2; Tn7 DDE FP: -5; UHRF1 binding: 0; LEDGF integ inh: -2; PG9 Ab binder: 0.1; PRMT1 inh: 3; TCR CD3 inh: 0; SIAE primary: -5; TDP2 inh: -11

Look-ups from above.
CCc1ccc(NC(=O)Nc2cc(C(=O)O)ccc2N2CC3CC(C2)c2cccc(=O)n2C3)cc1 (centres undefined) @ HTRA1 inh = 0
O=C(Nc1cccc(N=Cc2cc(Br)cc(Br)c2O)c1)c1ccco1 @ HTRA1 inh = 14
CCCCn1cnc2c(SCc3ccccc3F)nc(N)nc21 @ TCR CD3 inh = 1
Cc1ccccc1N1CCN(C2CCCN(C(=O)CSc3ccccn3)C2)CC1 (centres undefined) @ TDP2 inh = -1

Structural class: the entries above with a thiophene ring, fused or not.
SMILES	mABHD4 FP	HTRA1 inh	Tn7 DDE FP	UHRF1 binding	LEDGF integ inh	PG9 Ab binder	PRMT1 inh	TCR CD3 inh	SIAE primary	TDP2 inh
COc1ccccc1NC(=O)CCc1nc(-c2cccs2)no1	-5	-1	0	1	4	2.8	2	1	0	-1
Cc1ccc(C)c(S(=O)(=O)N2CCN(C(=O)Cc3ccsc3)CC2)c1	3	-1	1	-1	2	-2.7	0	7	1	18
Cc1cc(S(=O)(=O)N2CCN(c3ccc(F)cc3)CC2)c(C)s1	-9	-6	-3	3	0	-0.1	-6	-3	1	-3
